# KCNK3 block – human KCNK3 channel inhibition, primary screen. O14649. CHO-KCNK3 thallium flux, FluxOR fluorescence; hits give low values. B-score at 10 µM. actives 0.84% (n = 340,000). AID 602410;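 active means B-score under library mean minus 4 SD, starting fluorescence ratio at most library mean plus 5 SD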;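 further: more negative B-score means stronger inhibition of thallium flux through KCNK3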
# Target sequence (O14649 whole entry, looked up): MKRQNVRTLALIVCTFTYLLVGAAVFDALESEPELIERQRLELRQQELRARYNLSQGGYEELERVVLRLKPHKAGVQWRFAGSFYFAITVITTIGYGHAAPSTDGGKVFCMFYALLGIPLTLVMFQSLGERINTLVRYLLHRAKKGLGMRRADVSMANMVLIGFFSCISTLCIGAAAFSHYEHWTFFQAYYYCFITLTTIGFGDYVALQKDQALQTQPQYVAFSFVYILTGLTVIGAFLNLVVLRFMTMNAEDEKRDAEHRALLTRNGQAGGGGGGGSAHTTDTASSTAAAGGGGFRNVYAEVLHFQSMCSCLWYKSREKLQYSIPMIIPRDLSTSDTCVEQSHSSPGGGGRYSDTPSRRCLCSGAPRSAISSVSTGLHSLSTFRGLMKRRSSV
# TMEM16A act – mouse TMEM16A channel activation, primary screen; HEK293 TMEM16A/YFP-H148Q/I152L, iodide quench fluorescence; hits give low values; B-score at 10 µM; actives 0.3% (n = 340,000); AID 623877;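 active means fluorescence-ratio B-score plate-corrected deviation score at least 3 library SD below zero, with starting fluorescence score within 5 deviations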;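 further: channel opened by trigger with iodide after compound preincubation; score built on the fluorescence ratio of max minus min over baseline; more negative score means more quench and so TMEM16A activation or potentiation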
# Calls only; i = inactive. Only part of the results is shown. The share of hits here may be higher or lower than overall.
SMILES,KCNK3 block,TMEM16A act
CC1(C)Cc2cccc(OCC(=O)OCc3nnc(-c4ccc([N+](=O)[O-])cc4)o3)c2O1,i,i
CSc1cccc(NC(=O)COC(=O)C2CCN(S(=O)(=O)c3ccccc3)CC2)c1,i,i
CCOc1ccc(S(=O)(=O)Nc2cccc(C(=O)NCCCn3ccnc3)c2)cc1,i,i
C[C@H](CO)N1C[C@H](C)[C@@H](CN(C)C)Oc2c(NS(=O)(=O)c3ccccc3)cccc2C1=O,i,i
NS(=O)(=O)c1cccc(NC(=O)CSc2nnc(C3CC3)n2-c2ccccc2)c1,i,i
CN(CC(=O)Nc1ccc(F)cc1)C(=O)C1CCN(C(=O)Nc2ccccc2)CC1,i,i
O=C(NC(=S)Nc1cccc(NC(=S)NC(=O)c2ccccc2)c1)c1ccccc1,i,i
Cc1cc(C(=O)COc2ccc(F)cc2Br)c(C)n1C1CC1,i,i
OCCN1CCSC1=S,i,i
COc1ccccc1-c1sc2cc3c(cc2c1-c1ccc(O)cc1)OCO3,i,i
Cc1ccc(CN(C)C(=O)c2cc(S(=O)(=O)N3CCOCC3)ccc2F)o1,i,i
C=CCC[C@H](Cc1ccc(F)cc1)C(=O)OC[C@H](Cc1c[nH]c2ccccc12)NC(=O)[C@H](CC=C)CC(=O)NCCO,i,i
Cc1cccc(C(=O)NCN2CCN(c3ccccc3C#N)CC2)c1,i,i
C=CC[C@@H](CC(=O)N(CCO)Cc1ccccc1)C(=O)N[C@H](COC(=O)[C@@H](CC=C)CC(=O)OC(C)(C)C)Cc1c[nH]c2ccccc12,i,i
CC(NC(=O)c1ccc([N+](=O)[O-])o1)C1CC2CCC1C2 (configuration not stated),i,i

# The closing two records of the section before are carried over, then new ones follow:
SMILES,KCNK3 block,TMEM16A act
C=CC[C@@H](CC(=O)N(CCO)Cc1ccccc1)C(=O)N[C@H](COC(=O)[C@@H](CC=C)CC(=O)OC(C)(C)C)Cc1c[nH]c2ccccc12,i,i
CC(NC(=O)c1ccc([N+](=O)[O-])o1)C1CC2CCC1C2 (configuration not stated),i,i
CCOC(=O)/C=C/[C@H]1CC2(CCO1)SCCCS2,i,i
COc1ccc(-c2sc3cc4c(cc3c2C#CC2(N)CCCCC2)OCO4)cc1,i,i
COc1cc(/C=C/C(=O)OCC(=O)NC2CC2)cc(OC)c1OC,i,i
COc1ccc(NC(=O)Nc2ccc3c(c2)C(=O)N([C@H](C)CO)C[C@H](C)[C@@H](CN(C)C(=O)Nc2ccccc2)O3)cc1,i,i
CCCCn1c(N)c(N(CC)C(=O)CCNC(=O)c2ccc(Cl)cc2)c(=O)[nH]c1=O,i,i
Cc1cccc(C(=O)OCC(=O)Nc2ccc3c(c2)OCCO3)c1,i,i
Cc1ccc(S(=O)(=O)N2CCCCC2)cc1NC(=O)CN1C(=O)c2ccccc2S1(=O)=O,i,i
CC1CCCCC1NC(=O)CCS(=O)(=O)c1ccc(Cl)cc1 (configuration not stated),i,i
C=CCn1c2ccccc2c(=O)c2cc(C#CC[C@@H](C)O)ccc21,i,i
CCN(CC)S(=O)(=O)c1cc(C(=O)Nc2cc(S(=O)(=O)N3CCOCC3)ccc2N2CCCC2)ccc1F,i,i
O=C(COC(=O)CCCN1C(=O)c2cccc3cccc(c23)C1=O)NC1CCS(=O)(=O)C1 (configuration not stated),i,i
Cc1cc2oc(=O)cc(-c3ccccc3)c2c(C)c1-c1ccc(C#N)cc1,i,i
O=C(NCc1ccncc1)c1cccc(S(=O)(=O)Nc2ccc(F)cc2)c1,i,i
COc1ccc(C(CNS(=O)(=O)c2ccc(NC(C)=O)c(OC)c2)N2CCCCC2)cc1 (configuration not stated),i,i
Sc1nnc(-c2ccc(Cl)cc2)n1Cc1ccccc1,i,i
COc1ccccc1CNC(=O)COC(=O)c1ccncc1,i,i
COc1cccc(C(=O)NOCc2ccccc2)c1OC,i,i
N#CC1c2ccccc2C=CN1C(=O)N(c1ccccc1)c1ccccc1 (configuration not stated),i,i
Cc1cc(C(C)(C)C)cc(C)c1CCNC(=O)c1c(C)noc1C,i,i
NC(=O)c1ccc(NC(=O)COC(=O)c2ccc3ccccc3n2)cc1,i,i
CC(NNC(=S)N1CCN(c2ccccn2)CC1)c1nccc2ccccc12 (configuration not stated),i,i
Cc1cc(C)c2c3c(c(-c4ccccc4)n2n1)c(=O)n(C)c(=O)n3C,i,i
CCOc1ccc(CCNC(=O)CSCC(=O)Nc2ccc(OC)cc2)cc1OCC,i,i
COc1ccc(S[C@@H](CCN2CC[C@H](C)CCC2=O)c2ccccc2)cc1,i,i
CCc1ccccc1NC(=O)C1=CN2CCS(=O)(=O)N=C2C=C1,i,i
COc1ccc(S(=O)(=O)N2CCOCC2)cc1NC(=O)CSc1ncccn1,i,i
CS(=O)(=O)c1ccccc1C(=O)N1CCN(S(=O)(=O)c2ccc(C3CCCCC3)cc2)CC1,i,i
O=C(C[C@@H]1C/C=C\C[C@H](NC(=O)OCC2c3ccccc3-c3ccccc32)C(=O)OC[C@@H]2CCCN2C1=O)N[C@@H](CO)Cc1ccccc1,i,i
O=C(CN1C(=O)NC2(CCCCCC2)C1=O)c1cccs1,i,i
O=C(COC(=O)Cc1ccc(Cl)cc1Cl)NC1CC1,i,i
COC(=O)CCN1CCN(S(=O)(=O)c2ccc3c(c2)OCCO3)CC1,i,i
CCN(C(=O)COC(=O)c1cc(OC)ccc1Br)C1CCS(=O)(=O)C1 (configuration not stated),i,i
O=c1cc(-c2ccco2)oc2ccccc12,i,i
CCC(CO)Oc1cc(NCc2cccc(C)c2)c2ncn(C(C)C)c2c1 (configuration not stated),i,i
O=CNc1c(Br)cc2c(c1Br)Cc1cc(Br)ccc1-2,i,i
COc1ccccc1NS(=O)(=O)c1ccc(C(=O)NCC(c2ccc(F)cc2)N2CCOCC2)cc1 (configuration not stated),i,i
CN(C)S(=O)(=O)c1cccc(COC(=O)CNC(=O)c2ccc(Br)o2)c1,i,i
CCC(CO)Oc1cc(NC(=O)c2ccccc2)c2ncn(C(C)C)c2c1 (configuration not stated),i,i
CCN(CC)S(=O)(=O)c1ccc(N2CCOCC2)c(NC(=O)c2ccc(=O)n(C)n2)c1,i,i
COc1ccc(NC(=O)c2ccc(Cl)c(S(=O)(=O)N3CC(C)OC(C)C3)c2)cn1 (configuration not stated),i,i
Cc1nnc(SCC(=O)NNC(=O)COc2ccc(Br)cc2)n1C,i,i
Cc1cccc(C)c1NC(=O)CNC(=O)c1ccc(N2CCCC2)c([N+](=O)[O-])c1,i,i
Clc1ccccc1-c1ccc2ncnc(NCc3cccnc3)c2c1,i,i
O=C(O)c1cc(N2CCCC2)ccn1,i,i
O=C(O)CC1(CC(=O)Nc2nccs2)CCCCC1,i,i
Cc1ccc(COn2nnc3ccc(S(=O)(=O)N4CCOCC4)cc32)cc1,i,i
Cc1c(NC(=O)COC(=O)/C=C/c2ccccc2Br)c(=O)n(-c2ccccc2)n1C,i,i
N#CCCN1CCN(CCC#N)c2ccccc21,i,i
Oc1[nH]c2ccccc2c1N=Nc1c(F)c(F)c(F)c(F)c1F,i,i
O=C1N[C@@H](Cc2c[nH]c3ccccc23)COC(=O)[C@H](Cc2ccc(F)cc2)C/C=C\C[C@H]1CC(=O)N(CCO)Cc1ccccc1,i,i
Cc1n[nH]c(C)c1NC(=O)CN1CCN(S(=O)(=O)c2ccc(C(F)(F)F)cc2)CC1,i,i
C=CC[C@H](CC(=O)N(CCO)Cc1ccccc1)C(=O)NC[C@H](OC(=O)[C@@H](CC=C)CC(=O)OC(C)(C)C)c1ccccc1,i,i
Cc1ccc(S(=O)(=O)Nc2ccc3c(c2)CC(=O)N([C@H](C)CO)C[C@@H](C)[C@H](CN(C)Cc2ccc(-c4ccccc4)cc2)O3)cc1,i,i
CC[C@H]1C(c2ccc(F)cc2)=NN(c2ccccc2)[C@@H]1CO,i,i
C=CCn1c(COc2ccc(F)cc2)nnc1SC(C)C(=O)NCC1CCCO1 (configuration not stated),i,i
O=S(=O)(c1ccc(SCCOc2ccc(Br)cc2)nc1)N1CCCC1,i,i
COc1ccc(C(C)=O)cc1COC(=O)CCC(=O)c1cccs1,i,i
O=C1NC(=S)SC1=Cc1cccs1,i,i
CN(Cc1cccnc1)C(=O)c1ccc(Cl)c(NS(=O)(=O)c2ccc(F)cc2)c1,i,i
COc1ccccc1NS(=O)(=O)c1ccc(C(=O)N2CCCCCCC2)cc1,i,i

# Full records from above. Order of screens: KCNK3 block | TMEM16A act
# `O=C(NCc1ccncc1)c1cccc(S(=O)(=O)Nc2ccc(F)cc2)c1` reads i | i
# `NS(=O)(=O)c1cccc(NC(=O)CSc2nnc(C3CC3)n2-c2ccccc2)c1` reads i | i
# `O=C(O)CC1(CC(=O)Nc2nccs2)CCCCC1` reads i | i
# `CCN(C(=O)COC(=O)c1cc(OC)ccc1Br)C1CCS(=O)(=O)C1` (configuration not stated) reads i | i

# Carrying on:
SMILES,KCNK3 block,TMEM16A act
CN(C)CCNc1ccc2ncn3c4ccc(O)cc4c(=O)c1c23,i,i
Cc1oc(-c2ccccc2)nc1C(=O)OCC(=O)NC(C)c1ccccc1 (configuration not stated),i,i
CCc1noc(C)c1C(=O)Nc1nnc(C(CC)CC)s1,i,i
Cc1cccc(NC(=O)CN2CCN(C(=O)c3ccc(OCc4cn5ccccc5n4)cc3)CC2)c1C,i,i
O=C(COC(=O)c1nc(Cl)ccc1Cl)Nc1cccc(S(=O)(=O)N2CCOCC2)c1,i,i
CC(Sc1n[nH]c(N)n1)C(=O)Nc1cccc2ccccc12 (configuration not stated),i,i
CCN(CC(=O)Nc1c(F)cccc1F)C(=O)C1CCN(C(=O)Nc2ccccc2)CC1,i,i
COC(=O)Cc1ccc(OC(=O)C2CCN(S(=O)(=O)c3ccc(OC)c(OC)c3)CC2)cc1,i,i
COc1ccc(OC)c(-c2nn(-c3ccccc3)cc2C(=O)NCC(c2ccco2)N2CCCC2)c1 (configuration not stated),i,i
COc1cc(-c2cc(O)c(-c3ccc4ccccc4n3)c(=O)[nH]2)cc(OC)c1OC,i,i
COc1ccc(Cl)cc1C(=O)OCC(=O)Nc1cccnc1Cl,i,i
CN(CC(=O)Nc1ccccc1Br)CC(=O)Nc1ccccc1-c1ccccc1,i,i
O=C1C=C(/C=C/c2ccccc2)C[C@@H](c2ccc3c(c2)OCO3)C1,i,i
O=C(COC(=O)c1cccc(S(=O)(=O)N2CCCC2)c1)Nc1ccccc1C(F)(F)F,i,i
O=C(CN1CCCCC1)Nc1cc(S(=O)(=O)N2CCOCC2)ccc1N1CCCC1,i,i
O=C(O)c1ccc(CNC(=O)c2ccc(S(=O)(=O)N3CCCCC3)cc2)cc1,i,i
O=C(N[C@H]1C/C=C\C(c2cccc(F)c2)N(Cc2ccccc2)C(=O)C1)OCC1c2ccccc2-c2ccccc21 (some centres not stated),i,i
Cc1cccc(NC(=O)CN2CCN(C(=O)CN3C(=O)NC4(CCCCC4C)C3=O)CC2)c1C (configuration not stated),i,i
NS(=O)(=O)c1ccc(CCNC(=O)COC(=O)Cc2ccc([N+](=O)[O-])cc2)cc1,i,i
CN(C(=O)COC(=O)CN1C(=O)c2cccc([N+](=O)[O-])c2C1=O)c1ccccc1,i,i
C=C[C@@H]1c2ccccc2N(S(=O)(=O)c2ccc(C)cc2)[C@H](c2ccc(C(=O)OC)cc2)C1(C#N)C#N,i,i
N#Cc1ccc(NC(=O)COC(=O)c2cccnc2Cl)cc1,i,i
CCOC(=O)Cc1csc(NC(=O)CSc2nc(C)cc(C)n2)n1,i,i
CN1CC(=O)N(CC(=O)Nc2ccc(OCc3ccccc3)cc2)C1=O,i,i
c1ccc(-c2nn(-c3ccccc3)[n+](-c3ccccc3)n2)cc1,i,i
O=c1c(O[C@H]2O[C@@H](CO)[C@H](O)[C@@H](O)[C@@H]2O)c(-c2ccc(O)cc2)oc2cc(O)cc(O)c12,i,i
Cc1cc(C)nc(NC2=N[C@@H]3CCCC[C@H]3N2C(=O)Nc2cc(Cl)cc(Cl)c2)n1,i,i
CCN(C(=O)COC(=O)c1ccc([N+](=O)[O-])o1)c1cccc2ccccc12,i,i
C[C@@H]1NC(=O)[C@@]2(C)[C@@H](c3ccccc3)[C@H]3COc4ccc(Cl)cc4[C@@H]3N2C1=O,i,i
O=C(O)c1cccc(Nc2nc3ccccc3nc2NS(=O)(=O)c2ccc(F)cc2)c1,i,i

# Grouped by structure: the entries above with a tert-butyl group.
SMILES,KCNK3 block,TMEM16A act
C=CC[C@@H](CC(=O)N(CCO)Cc1ccccc1)C(=O)N[C@H](COC(=O)[C@@H](CC=C)CC(=O)OC(C)(C)C)Cc1c[nH]c2ccccc12,i,i
Cc1cc(C(C)(C)C)cc(C)c1CCNC(=O)c1c(C)noc1C,i,i
C=CC[C@H](CC(=O)N(CCO)Cc1ccccc1)C(=O)NC[C@H](OC(=O)[C@@H](CC=C)CC(=O)OC(C)(C)C)c1ccccc1,i,i

# (continued)
SMILES,KCNK3 block,TMEM16A act
CCON1C(=O)C2(CCCCC2)C(=O)C12C=CCCC2 (configuration not stated),i,i
Cc1cccc(C)c1NC(=O)CNC(=O)c1ccc(S(=O)(=O)NCc2ccco2)cc1,i,i
CCOc1ccc(Br)cc1C1=CC(=O)C[C@H](c2ccc(OC)cc2)C1,i,i
CC(C)c1ccc(NC(=O)COC(=O)c2nn(C)c(=O)c3ccccc23)cc1,i,i
CC(C)(C)OC(=O)NCCCCCNC(=O)c1[nH]cnc1C(=O)Nc1ccon1,i,i
Cc1ccc(NC(=O)CSc2ncn[nH]2)c([N+](=O)[O-])c1,i,i
N#Cc1ccccc1S(=O)(=O)N1CCN(C(=O)c2cc3c(s2)CCC3)CC1,i,i
COc1ccc(C(CNC(=O)CCNS(=O)(=O)c2ccc(Br)cc2)N2CCOCC2)cc1 (configuration not stated),i,i
CC(Sc1nnc(NC2CC2)s1)C(=O)Nc1ccc(S(N)(=O)=O)cc1 (configuration not stated),i,i
O=C(Nc1ccc2nc(N3CCOCC3)sc2c1)c1ccccc1,i,i

# Screening data from PubChem.
